HTR5A inv ag – counter-screen for OPRM1-OPRD1 inverse agonists: human HTR5A inverse agonism; P47898; HTR5A cell line, luminescence; inhibition, % at 9.3 µM; 340,000 tested, 0.083% active; AID 504634; in the data active means inhibition mostly above about 23%, no sharp cut-off; inactive means mostly below about 18%;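 further: 0% = cells with DMSO and 100% = no-cell wells with DMSO; some compounds called inactive have numbers as strong as hits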
Keap1 Nrf2 FP – inhibitors of human Keap1-Nrf2 protein-protein interaction. Q14145. Keap1 Kelch-Nrf2 peptide fluorescence polarization, 1536-well. inhibition, % at 9.4 µM. 340,000 tested, 0.15% active. AID 504523; in the data active means inhibition above about 12%;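 further: human Keap1 Kelch domain with fluorescein labeled Nrf2 9mer peptide probe; 0% = neutral control wells and 100% = peptide positive control; higher means more block of Keap1 binding to Nrf2 peptide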
LANA DNA inh – KSHV C-LANA DNA binding inhibition; inhibition, % at 9 µM; 340,000 tested, 0.078% active; MBP-C-LANA/FAM-LBS DNA binding, fluorescence polarization; AID 504423;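 active means highest replicate inhibition at or above 60% at 9 µM, even if other replicates fall short; inactive means all replicates below 60% inhibition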;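 further: 0% = neutral control wells and 100% = 4 µM acridine orange control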
CAL PDZ FP – inhibitors of human CAL PDZ peptide binding | purified CAL PDZ, TMR-peptide fluorescence polarization, 1 h | inhibition, % at 24.9 µM | 300,000 tested, 0.92% active | AID 602252;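 active means mean inhibition of at least 30% with at least half of replicates also reaching 30%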;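 further: 0% = DMSO neutral control and 100% = excess unlabeled competitor peptide PRC23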
HTR5A ag ctr – counter-screen for OPRM1-OPRD1 agonists: human HTR5A agonism. P47898. HTR5A agonist assay, luminescence, cell-based. activation, % at 9.3 µM. 340,000 tested, 0.61% active; in the data active means activation mostly above about 9.5%, no sharp cut-off; inactive means mostly below about 7.6%;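 further: 0% = cells with vehicle only and 100% = reference agonist; strong numbers were not always called active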
OPRM1-OPRD1 ag – agonists of human mu-delta opioid receptor heterodimerization. cells, OPRM1-OPRD1 heterodimerization, luminescence. activation, % at 9.3 µM. 340,000 tested, 0.3% active. AID 504326; in the data active means activation above about 18%;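 further: 0% = vehicle-treated cells and 100% = reference agonist; values of inactives mirror those of a sister screen read the other way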
Target sequence (P35372 whole entry, looked up): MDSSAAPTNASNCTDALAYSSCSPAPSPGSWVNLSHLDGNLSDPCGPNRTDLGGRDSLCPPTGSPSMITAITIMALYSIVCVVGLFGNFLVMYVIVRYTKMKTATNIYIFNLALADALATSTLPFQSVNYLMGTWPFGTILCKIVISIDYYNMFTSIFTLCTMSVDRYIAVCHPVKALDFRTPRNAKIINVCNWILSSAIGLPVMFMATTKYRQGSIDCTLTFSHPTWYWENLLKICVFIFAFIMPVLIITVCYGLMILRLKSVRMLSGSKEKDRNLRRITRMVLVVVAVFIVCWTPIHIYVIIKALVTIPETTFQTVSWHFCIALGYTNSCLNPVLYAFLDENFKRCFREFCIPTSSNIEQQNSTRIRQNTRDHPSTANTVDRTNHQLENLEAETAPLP
Target sequence (P41143 whole entry, looked up): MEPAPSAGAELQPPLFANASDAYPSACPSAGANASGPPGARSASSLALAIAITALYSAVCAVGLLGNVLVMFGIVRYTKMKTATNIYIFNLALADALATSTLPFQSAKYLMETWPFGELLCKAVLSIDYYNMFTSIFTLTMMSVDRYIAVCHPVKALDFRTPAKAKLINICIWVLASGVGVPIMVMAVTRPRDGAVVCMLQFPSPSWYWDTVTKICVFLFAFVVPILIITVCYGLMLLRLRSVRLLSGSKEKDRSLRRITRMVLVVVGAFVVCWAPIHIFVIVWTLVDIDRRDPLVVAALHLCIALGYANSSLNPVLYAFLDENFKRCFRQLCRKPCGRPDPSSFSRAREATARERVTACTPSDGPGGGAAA
Cardiac RTF inh – cardiac RTF calcium desensitization. IANBD-labeled cardiac RTF, Ca2+ fluorescence. inhibition, % at 7.15 µM. 340,000 tested, 0.12% active. AID 493244;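 active means inhibition above the mean inhibition of all tested compounds plus 3 SD, cut at about 17% in these data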;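 further: assay run at fixed EC70 calcium of 1.6 mM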
cardiac RTF act – cardiac RTF calcium sensitization; 340,000 tested, 0.24% active; activation, % at 7.2 µM; IANBD-labeled TnC RTF fluorescence at EC20 calcium; 0% EC20 calcium, 100% full calcium; P19429+P45379; AID 493008;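 active means activation above the mean over all tested compounds plus 3 SD, cut at about 30% in these data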;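 further: rise in fluorescence read as greater calcium sensitivity of cardiac thin filaments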
V-ATPase pH – yeast V-ATPase proton transport regulation by pHLuorin; S. cerevisiae, pHLuorin cytosolic pH fluorescence; response, % at 10 µM; 350,000 tested, 0.37% active; AID 504577; in the data active means response mostly above about 7.3%, no sharp cut-off; inactive means mostly below about 5.4%; further: actives read high; inactives centre near 0; some compounds called inactive have numbers as strong as hits; reference of the scale not given here
MOR-DOR inv ag – inverse agonist of human OPRM1-OPRD1 heterodimerization; P35372+P41143; cell-based MOR-DOR heterodimer luminescence, inverse agonism; inhibition, % at 9.3 µM; 340,000 tested, 0.21% active; in the data active means inhibition above about 22%, passing the limit was not always enough;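 further: 0% = cells with DMSO and 100% = wells without cells with DMSO; values of inactives mirror those of a sister screen read the other way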
Numbers without * were called inactive.

For COc1ccc(/C=N/OCC(=O)NC(c2ccccc2)c2ccccc2)c(OC)c1 the results were HTR5A inv ag 2, Keap1 Nrf2 FP -5, LANA DNA inh -0.8, HTR5A ag ctr 2, OPRM1-OPRD1 ag -1.1, Cardiac RTF inh -9, cardiac RTF act 0, V-ATPase pH -1 and MOR-DOR inv ag 6.
`CCOC(=O)c1ccccc1NC(=O)c1ccccc1N(C)S(C)(=O)=O` gave HTR5A inv ag 3, Keap1 Nrf2 FP -2, LANA DNA inh 5.7, CAL PDZ FP 13, HTR5A ag ctr -1, OPRM1-OPRD1 ag -3.2, Cardiac RTF inh -5, cardiac RTF act 0, V-ATPase pH 0 and MOR-DOR inv ag 16.
Screening CN1CCC(N2CCCC(C(=O)O)C2)CC1 (stereo not drawn) returned HTR5A inv ag -1, Keap1 Nrf2 FP 0, LANA DNA inh 1.8, CAL PDZ FP -6, HTR5A ag ctr 0, OPRM1-OPRD1 ag 1.4, Cardiac RTF inh 5, cardiac RTF act 4, V-ATPase pH -2 and MOR-DOR inv ag -9.
For c1ccc2c(CCNc3ncnc4nc[nH]c34)c[nH]c2c1 the results were HTR5A inv ag 14, Keap1 Nrf2 FP 4, LANA DNA inh 1.6, HTR5A ag ctr -5, OPRM1-OPRD1 ag -1.2, Cardiac RTF inh -1, cardiac RTF act -3, V-ATPase pH -1 and MOR-DOR inv ag 6.
Screening O=C(NCC(c1cccnc1)N1CCOCC1)c1cccc(Cl)c1 (stereo not drawn) returned HTR5A inv ag 11, Keap1 Nrf2 FP -2, LANA DNA inh 0.2, CAL PDZ FP -1, HTR5A ag ctr 5, OPRM1-OPRD1 ag -1.0, Cardiac RTF inh -11, cardiac RTF act 2, V-ATPase pH 3 and MOR-DOR inv ag 5.
Screening Cc1ccc(-c2nnc(-c3cccs3)o2)cc1 returned HTR5A inv ag -1, Keap1 Nrf2 FP -5, LANA DNA inh 0.6, CAL PDZ FP -2, HTR5A ag ctr 0, OPRM1-OPRD1 ag -1.2, Cardiac RTF inh 0, cardiac RTF act 7, V-ATPase pH 1 and MOR-DOR inv ag 6.
For O=C(COc1ccc(S(=O)(=O)N2CCCC2)cc1[N+](=O)[O-])N1CCCC1 the results were HTR5A inv ag -24, Keap1 Nrf2 FP 4, LANA DNA inh -0.3, HTR5A ag ctr -2, OPRM1-OPRD1 ag -2.7, Cardiac RTF inh -4, cardiac RTF act -5, V-ATPase pH 0 and MOR-DOR inv ag 10.
COCCCN1C(=O)C(=O)/C(=C(/O)c2ccc(OCC(C)C)cc2)C1c1cccnc1 (stereo not drawn) was read as HTR5A inv ag 7, Keap1 Nrf2 FP -1, LANA DNA inh -0.8, CAL PDZ FP 0, HTR5A ag ctr -2, OPRM1-OPRD1 ag -2.3, Cardiac RTF inh -6, cardiac RTF act 6, V-ATPase pH 0 and MOR-DOR inv ag 13.
Screening O=C(CSc1ncccn1)Nc1ccccc1 returned HTR5A inv ag -1, Keap1 Nrf2 FP 1, LANA DNA inh 0.0, CAL PDZ FP -3, HTR5A ag ctr 4, OPRM1-OPRD1 ag -2.1, Cardiac RTF inh -7, cardiac RTF act -1, V-ATPase pH 0 and MOR-DOR inv ag 12.
`CC(=O)c1cccc(NC(=O)Nc2ccc3c(c2)OCO3)c1` gave HTR5A inv ag 14, Keap1 Nrf2 FP 1, LANA DNA inh 0.4, CAL PDZ FP 3, HTR5A ag ctr 1, OPRM1-OPRD1 ag -0.7, Cardiac RTF inh -5, cardiac RTF act -2, V-ATPase pH 0 and MOR-DOR inv ag 3.
Screening C/C(N)=C(/C#N)C(=O)COC(=O)[C@@H](NC(=O)c1ccccc1Cl)C(C)C returned HTR5A inv ag -9, Keap1 Nrf2 FP 3, LANA DNA inh 1.6, CAL PDZ FP -2, HTR5A ag ctr 3, OPRM1-OPRD1 ag -0.1, Cardiac RTF inh -9, cardiac RTF act 2, V-ATPase pH 10 and MOR-DOR inv ag 0.
Screening O=C(NCCN1CCOCC1)c1ccc(Cl)c(S(=O)(=O)N2CCOCC2)c1 returned HTR5A inv ag 11, Keap1 Nrf2 FP 1, LANA DNA inh 0.1, CAL PDZ FP 0, HTR5A ag ctr -3, OPRM1-OPRD1 ag 0.6, Cardiac RTF inh 2, cardiac RTF act 0, V-ATPase pH -1 and MOR-DOR inv ag -3.
CC(=O)c1ccc(NC(=O)C2CCCN(c3ncnc4c3nc3n4CCCCC3)C2)cc1 (stereo not drawn) was read as HTR5A inv ag 6, Keap1 Nrf2 FP 1, LANA DNA inh -0.5, CAL PDZ FP 5, HTR5A ag ctr 0, OPRM1-OPRD1 ag -1.6, Cardiac RTF inh -5, cardiac RTF act 0, V-ATPase pH 1 and MOR-DOR inv ag 8.
Screening CC1=C(C(=O)OC2CCCCC2)C(c2ccccc2Br)NC(=O)N1 (stereo not drawn) returned HTR5A inv ag -5, Keap1 Nrf2 FP -2, LANA DNA inh -3.2, CAL PDZ FP -1, HTR5A ag ctr 1, OPRM1-OPRD1 ag 7.2, Cardiac RTF inh -1, cardiac RTF act 0, V-ATPase pH 3 and MOR-DOR inv ag -36.
Cc1cccc(NC(=O)CSc2nc(C)nc3c2c(=O)n(C)c(=O)n3C)c1 was read as HTR5A inv ag -38, Keap1 Nrf2 FP 2, LANA DNA inh -2.3, CAL PDZ FP -10, HTR5A ag ctr 5, OPRM1-OPRD1 ag -1.1, Cardiac RTF inh -9, cardiac RTF act 5, V-ATPase pH -1 and MOR-DOR inv ag 7.
Cc1cc(C)nc(/N=C2\NC(=O)CC(C(=O)O)N2c2ccc(Oc3ccccc3)cc2)n1 (stereo not drawn) was read as HTR5A inv ag 8, Keap1 Nrf2 FP 3, LANA DNA inh 0.5, CAL PDZ FP 0, HTR5A ag ctr 1, OPRM1-OPRD1 ag -2.4, Cardiac RTF inh 2, cardiac RTF act -1, V-ATPase pH -1 and MOR-DOR inv ag 14.
Screening COC(=O)C1Cc2ccccc2CN1C(=O)CCl (stereo not drawn) returned HTR5A inv ag 5, Keap1 Nrf2 FP 3, LANA DNA inh 0.4, CAL PDZ FP 4, HTR5A ag ctr -2, OPRM1-OPRD1 ag -2.4, Cardiac RTF inh -8, cardiac RTF act -2, V-ATPase pH -4 and MOR-DOR inv ag 11.
CC(C)NS(=O)(=O)c1cccc2nsnc12 was read as HTR5A inv ag -15, Keap1 Nrf2 FP -8, LANA DNA inh 0.8, CAL PDZ FP -4, HTR5A ag ctr 5, OPRM1-OPRD1 ag 1.3, Cardiac RTF inh 1, cardiac RTF act 6, V-ATPase pH 4 and MOR-DOR inv ag -7.
Screening COCc1cc(C)n(CC(=O)N/N=C/c2ccc(-c3ccc(Cl)c(C(=O)O)c3)o2)c(=O)c1C#N returned HTR5A inv ag -23, Keap1 Nrf2 FP -4, LANA DNA inh 1.5, CAL PDZ FP -1, HTR5A ag ctr -1, OPRM1-OPRD1 ag -1.8, Cardiac RTF inh -2, cardiac RTF act -4, V-ATPase pH 1 and MOR-DOR inv ag 9.
`Cc1cc(C)cc(NC(=O)c2ccc(CSc3nnc(C)s3)cc2)c1` gave HTR5A inv ag 3, Keap1 Nrf2 FP 4, LANA DNA inh -0.5, CAL PDZ FP -1, HTR5A ag ctr -1, OPRM1-OPRD1 ag -2.8, Cardiac RTF inh -2, cardiac RTF act 0, V-ATPase pH -1 and MOR-DOR inv ag 15.
For CCOc1cc(C(=O)N2CCCN(C)CC2)cc(OCC)c1OCC the results were HTR5A inv ag -10, Keap1 Nrf2 FP -2, LANA DNA inh 1.2, CAL PDZ FP -1, HTR5A ag ctr 3, OPRM1-OPRD1 ag -2.3, Cardiac RTF inh 5, cardiac RTF act 2, V-ATPase pH -1 and MOR-DOR inv ag 11.
For Cc1ccc(C(=O)NC(=S)Nc2ccccc2N2CCCC2)cc1[N+](=O)[O-] the results were HTR5A inv ag 13, Keap1 Nrf2 FP 1, LANA DNA inh 0.8, CAL PDZ FP -1, HTR5A ag ctr -4, OPRM1-OPRD1 ag -2.9, Cardiac RTF inh -1, cardiac RTF act 5, V-ATPase pH -2 and MOR-DOR inv ag 13.
`Cn1cnnc1SCC(=O)N(Cc1ccc2c(c1)OCO2)C1(C(=O)NC2CCCCC2)CCCC1` gave HTR5A inv ag 1, Keap1 Nrf2 FP -8, LANA DNA inh 2.0, CAL PDZ FP -2, HTR5A ag ctr 3, OPRM1-OPRD1 ag 0.5, Cardiac RTF inh -2, cardiac RTF act 14, V-ATPase pH 1 and MOR-DOR inv ag -3.
N#CC(C#N)=Cc1cc2ccccc2nc1N1CCCCC1 was read as HTR5A inv ag -11, Keap1 Nrf2 FP 0, LANA DNA inh 1.6, CAL PDZ FP 0, HTR5A ag ctr 4, OPRM1-OPRD1 ag 1.9, Cardiac RTF inh -1, cardiac RTF act -2, V-ATPase pH -6 and MOR-DOR inv ag -11.
For CN(C)c1cccc(C(=O)OCCCC(=O)c2ccc(F)cc2)c1 the results were HTR5A inv ag 14, Keap1 Nrf2 FP -3, LANA DNA inh -1.7, HTR5A ag ctr -1, OPRM1-OPRD1 ag -2.0, Cardiac RTF inh -3, cardiac RTF act -1, V-ATPase pH 0 and MOR-DOR inv ag 8.
Screening Cc1ccccc1Cn1cc(C)c(=O)[nH]c1=O returned HTR5A inv ag -26, Keap1 Nrf2 FP 3, LANA DNA inh -5.9, CAL PDZ FP 0, HTR5A ag ctr 9, OPRM1-OPRD1 ag -0.7, Cardiac RTF inh -8, cardiac RTF act 7, V-ATPase pH -7 and MOR-DOR inv ag 4.
For Cc1ccc(C(=O)Oc2cc(C)n(C)c(=O)c2)cc1 the results were HTR5A inv ag -6, Keap1 Nrf2 FP -2, LANA DNA inh -1.9, CAL PDZ FP -2, HTR5A ag ctr 9, OPRM1-OPRD1 ag 0.7, Cardiac RTF inh 0, cardiac RTF act -5, V-ATPase pH -1 and MOR-DOR inv ag -3.
For O=[N+]([O-])c1ccc(C[n+]2cccc(O)c2)cc1 the results were HTR5A inv ag 20, Keap1 Nrf2 FP -6, LANA DNA inh 0.2, CAL PDZ FP -1, HTR5A ag ctr -2, OPRM1-OPRD1 ag -0.5, Cardiac RTF inh -12, cardiac RTF act 8, V-ATPase pH -1 and MOR-DOR inv ag 3.
For COc1ccc(NC(=O)c2ccc(-n3nc(C)cc3C)cc2)cc1OC the results were HTR5A inv ag -6, Keap1 Nrf2 FP -4, LANA DNA inh 0.8, CAL PDZ FP -2, HTR5A ag ctr 5, OPRM1-OPRD1 ag -2.2, Cardiac RTF inh -19, cardiac RTF act 1, V-ATPase pH 0 and MOR-DOR inv ag 13.
`N#Cc1ccccc1OCC(=O)OCC(=O)NCc1ccc2c(c1)OCO2` gave HTR5A inv ag -8, Keap1 Nrf2 FP -4, LANA DNA inh -1.9, CAL PDZ FP 6, HTR5A ag ctr 3, OPRM1-OPRD1 ag -1.1, Cardiac RTF inh -4, cardiac RTF act -2, V-ATPase pH -1 and MOR-DOR inv ag 4.

Source: PubChem

Compounds were not picked by outcome. Share with any hit: about 2.8%.
